# Assay outcomes (PubChem)
# rTrxR1 inhibitor = qHTS Assay for Inhibitors of Mammalian Selenoprotein Thioredoxin Reductase 1 (TrxR1): qHTS | 1% of 390,000 active | recombinant rTrxR1, NADPH fluorescence consumption, selenite substrate | Potency, µM (series often up to 114 µM), without a hit: top-dose activity change, negative = inhibition, most hits filed as inhibitors | AID 588453, 2011 | Thioredoxin reductase 1, cytoplasmic (Rattus norvegicus), O89049; also: potency is read from the fitted curve at half-maximal effect; % is scaled to controls: 0 for no effect and ±100 for the full control effect; nearly all actives have a fitted effect of over 65% in size
# Target sequence (O89049 whole entry, looked up): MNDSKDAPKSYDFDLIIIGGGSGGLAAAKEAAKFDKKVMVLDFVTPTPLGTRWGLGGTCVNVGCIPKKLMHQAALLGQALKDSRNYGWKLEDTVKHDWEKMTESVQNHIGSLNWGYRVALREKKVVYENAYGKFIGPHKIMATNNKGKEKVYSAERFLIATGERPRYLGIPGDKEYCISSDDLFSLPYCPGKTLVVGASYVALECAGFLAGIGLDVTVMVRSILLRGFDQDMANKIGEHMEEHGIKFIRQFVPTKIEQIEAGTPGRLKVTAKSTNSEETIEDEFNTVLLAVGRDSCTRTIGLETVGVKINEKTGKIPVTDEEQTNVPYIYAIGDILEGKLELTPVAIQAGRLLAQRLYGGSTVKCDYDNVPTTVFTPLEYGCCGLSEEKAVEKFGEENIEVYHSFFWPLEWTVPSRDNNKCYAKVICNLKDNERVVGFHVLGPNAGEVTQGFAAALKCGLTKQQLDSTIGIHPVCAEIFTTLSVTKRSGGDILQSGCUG
#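 Rat TrxR1 (90 nM in the dispensed reagent) was pre-reduced with 400 uM NADPH for 5 min at room temperature, then incubated with compound for 15 min. After 400 uM selenite was added, NADPH fluorescence (Ex 340/Em 450 nm) was followed for 8 min.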
# TRHR PAM = qHTS for Small Molecule Agonists and Allosteric Enhancers of Human TRH Receptor: Primary Screen for Enhancers; TRHR cells, fluo-8 calcium fluorescence, EC20 TRH enhancement; enhancement, % at 2 µM; 0.66% of 360,000 active; in the data active = enhancement above about 30%; also: 0% is about no effect
# Target sequence (P34981 whole entry, looked up): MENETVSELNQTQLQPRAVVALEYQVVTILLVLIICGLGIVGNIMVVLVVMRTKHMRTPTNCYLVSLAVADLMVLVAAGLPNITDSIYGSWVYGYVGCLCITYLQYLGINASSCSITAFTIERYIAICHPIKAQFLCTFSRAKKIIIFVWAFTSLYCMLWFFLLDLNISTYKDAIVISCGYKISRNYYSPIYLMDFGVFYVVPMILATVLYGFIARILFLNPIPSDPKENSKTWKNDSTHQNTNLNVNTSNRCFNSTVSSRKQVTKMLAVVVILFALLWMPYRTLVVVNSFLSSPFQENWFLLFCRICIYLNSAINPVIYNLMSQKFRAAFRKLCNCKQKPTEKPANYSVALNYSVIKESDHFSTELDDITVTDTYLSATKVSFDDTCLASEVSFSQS
#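 TRHR-expressing cells loaded with fluo-8 calcium dye were read kinetically (ex 480/em 530) during compound addition, then stimulated with an EC20 of TRH (10 nM final). Enhancement of the Gq-mediated intracellular calcium response was scored.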
# D2 agonist = HTS Assay for Allosteric Agonists of the Human D2 Dopamine Receptor: Primary Screen for Agonists | 0.53% of 340,000 active | HEK293 T-REx D2 cells, calcium flux agonist mode | D(2) dopamine receptor (Homo sapiens), P14416 | activation, % at 2 µM;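 active = activation over 3 SD above normal in the single-dose calcium agonist read, cut at about 30% in these data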; also: 0% is about no effect
#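 Calcium-flux readout, 1 cycle/sec over 180 s following compound pin transfer, in inducible HEK293 Trex D2 cells (force-coupled); dopamine controls included. Positive calcium responses during this window marked compounds as potential agonists.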
# D2 antagonist = HTS Assay for Allosteric Antagonists of the Human D2 Dopamine Receptor: Primary Screen for Antagonists; D(2) dopamine receptor (Homo sapiens), P14416; HEK293 TREx D2 cells, calcium flux, dopamine EC80; inhibition, % at 10 µM; 2% of 340,000 active; in the data active = inhibition above about 30%; also: 0% is about no effect
#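 Cells plated overnight at 30 C with tetracycline; no-wash calcium dye, 30–90 min RT; 10 s baseline; compound pinned; 180 s read; EC80 dopamine added; another 180 s read.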
# TrxR1 substrate = qHTS Assay for Substrates of Mammalian Selenoprotein Thioredoxin Reductase 1 (TrxR1): qHTS; purified TrxR1 substrate turnover, NADPH consumption readout; 0.01% of 390,000 active; Potency, µM (doses to about 114 µM), inactives show at the top dose activity change, negative = substrate turnover; also: potency is read from the fitted curve at half-maximal effect; % is scaled to controls: 0 for no effect and ±100 for the full control effect; nearly all actives have a fitted effect of over 50% in size
#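 Rat TrxR1, dispensed at 90 nM, was prereduced with 400 uM NADPH (final) for 5 min at ~22 deg C, then incubated with compound 15 min before 400 uM selenite. A first-read NADPH fluorescence drop versus no-compound background flagged substrates.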
# mIDH1 inhibitor = qHTS for Inhibitors of mutant isocitrate dehydrogenase 1 (IDH1): qHTS; IDH1-R132H enzyme, NADPH consumption, diaphorase/resazurin fluorescence; Potency, µM (titrated, usually from 76.6 µM), for the others: at the top dose activity change, negative = inhibition, usual class: inhibitors; 0.093% of 390,000 active; also: potency is read from the fitted curve at half-maximal effect; % is scaled to controls: 0 for no effect and ±100 for the full control effect; nearly all actives have a fitted effect of over 65% in size
#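 IDH1-R132H (0.5 ug/mL) preincubated 30 min with compound, then NADPH (0.016 mM) and alpha-KG (2 mM) added; 80 min at RT, pH 7.5. Remaining NADPH coupled via diaphorase/resazurin to fluorescence (540/590 nm); concentration-response curves normalized to no-enzyme control.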
# Pin1 inh = qHTS Assay to Find Inhibitors of Pin1; Potency, µM (top dose mostly 115 µM), for the others: at the top dose activity, negative = inhibition, usual class: inhibitors; AID 504891, 2011; 0.009% of 390,000 active; Pin1 FP peptide displacement, HiFluor488, 10 min; active = well fitted inhibition curve with a large enough effect in the polarisation, with a control signal flat, not every such curve was filed as active; inconclusive = small, poorly fitted or top-dose-only effect, or effect the other way, or a change in a side signal; inactive = no such curve, though single readings can be large or run the other way; the % refers to the polarisation; also: potency is read from the fitted curve at half-maximal effect; % is scaled to controls: 0 for no effect and ±100 for the full control effect
# Target sequence (Q13526 whole entry, looked up): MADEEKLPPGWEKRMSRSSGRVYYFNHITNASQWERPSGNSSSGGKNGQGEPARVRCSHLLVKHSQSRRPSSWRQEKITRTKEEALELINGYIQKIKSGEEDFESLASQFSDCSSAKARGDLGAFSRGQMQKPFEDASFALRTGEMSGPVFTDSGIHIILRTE
# TRHR ag = qHTS for Small Molecule Agonists and Allosteric Enhancers of Human TRH Receptor: Primary Screen for Agonists. activation, % at 2 µM. 0.18% of 360,000 active. AID 493084, 2011. TRHR cells, calcium flux fluo-8, FDSS agonist mode. Thyrotropin-releasing hormone receptor (Homo sapiens), P34981; in the data active = activation above about 30%; also: 0% is about no effect
#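 In this calcium-flux screen, cells bearing human TRHR are dye-loaded with fluo-8, baselined for 10 cycles, then exposed to library compounds; positive kinetic calcium responses during the agonist phase mark hits, with TRH as control.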
# USP1-UAF1 inh = Inhibitors of USP1/UAF1: Primary Screen; Ubiquitin carboxyl-terminal hydrolase 1 (Homo sapiens), O94782; recombinant USP1/UAF1, Ub-Rhodamine cleavage fluorescence; Potency, µM (series often up to 57.1 µM), inactives show at the highest dose activity change, negative = inhibition, most hits filed as inhibitors; 0.23% of 390,000 active; AID 743255, 2014; also: potency is read from the fitted curve at half-maximal effect; % is scaled to controls: 0 for no effect and ±100 for the full control effect; nearly all actives have a fitted effect of over 60% in size; inactives centre near -12
#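 USP1/UAF1 complex (1 nM) preincubated 15 min at room temperature with compound, then Ub-Rho substrate (150 nM final) added. Kinetic fluorescence at 480/540 nm over 6 reads at 60 s intervals; 50 mM HEPES pH 7.8, 0.5 mM EDTA, 0.1 mg/ml BSA, 1 mM TCEP, 0.01% Tween-20.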
# Starred values were filed as active, the others as inactive; ? = inconclusive; . = not tested or not shown; [ ] = another dose, or the depositor's remark. Unless noted, calls follow the shape of the dose curve; as a rule, active = well fitted inhibition curve with a large enough effect; inconclusive = small, poorly fitted or top-dose-only effect; inactive = no such curve, though single readings can be large or run the other way.
SMILES,rTrxR1 inhibitor,TRHR PAM,D2 agonist,D2 antagonist,TrxR1 substrate,mIDH1 inhibitor,Pin1 inh,TRHR ag,USP1-UAF1 inh
CSc1ncc(Cl)c(C(=O)Nc2cccc(C)c2)n1,22%,-4,0.2,-4,12%,11%,-12%,-2.1,-17%
CN1CCc2c(sc(/N=C/c3c[nH]c4ccccc34)c2C#N)C1,16%[57.1 µM],-4,49*,-6,6%[57.1 µM],3%,?,2.3,?
Cc1ccccc1N(C(=O)Cn1nnc(-c2ccc(F)cc2)n1)C(C(=O)NC(C)(C)C)c1ccncc1 (stereo not given),29%[11.4 µM],-12,0.0,-6,14%[11.4 µM],-2%,-4%,0.5,-10%
CCc1ccc(C(=O)CSC2=C(C#N)C(c3ccco3)C(C(C)=O)=C(C)N2)cc1 (stereo not given),?,0,0.3,4,-2%,.,-16%,0.8,.
CN(C)S(=O)(=O)c1cccc(C(=O)NCCCn2ccnc2)c1,25%[57.1 µM],-1,3.0,8,-11%,3%,-5%,0.4,1%
Cc1ccc(O)c(Nc2ncnc3ccc([N+](=O)[O-])cc23)c1,16%,6,0.2,-2,1%,-2%,1%,0.0,-12%
NNC(=O)c1cc(NS(=O)(=O)c2cccs2)cc(NS(=O)(=O)c2cccs2)c1,14%,.,.,.,9%,-4%,-7%,.,-12%
Cc1ccc(-c2nnc(Nc3cccc(Br)c3)c3ccccc23)cc1S(=O)(=O)N1CCCCC1,18%,2,.,.,11%,-5%,24%,0.8,4%
Nc1nnc(SCC(=O)OCC(=O)NC23CC4CC(CC(C4)C2)C3)s1,19%[57.1 µM],0,2.6,-10,9%[57.1 µM],3%,7%,0.2,-9%
Nc1nnc(CCc2ccccc2)s1,12%[57.1 µM],11,-1.5,-14,3%[57.1 µM],1%,-2%,-1.5,-1%
CCCOc1ccc(-c2nn(-c3ccccc3)cc2/C=C2\SC(N)=NC2=O)cc1C,-2%,-1,0.3,13,-1%,4%,1%,0.9,-13%
Cn1c(SCC(=O)N2CCOCC2)nc2c(c1=O)SCC2,-18%,1,0.5,3,-18%,0%,2%,0.4,-4%
CCn1cc(C(=O)NCC(OC)OC)c(=O)c2cc(S(=O)(=O)N3CCOCC3)ccc21,8%,-11,1.8,13,-8%,0%,6%,-0.2,-13%
CCO[C@@H]1OC(C(=O)NCc2ccccc2)=C[C@H](C(C)(C)C)[C@H]1CCCO,-29%[57.1 µM],13,-1.1,-24,3%[57.1 µM],5%,0%,-0.4,-6%
COc1ccccc1[C@H]1C(c2ccccc2)=NN(c2ccccc2)[C@@H]1CO,76%[activator],.,.,.,211%[activator],-5%,7%,.,-13%

# Overlap with the part before: three entries, then new ones.
SMILES,rTrxR1 inhibitor,TRHR PAM,D2 agonist,D2 antagonist,TrxR1 substrate,mIDH1 inhibitor,Pin1 inh,TRHR ag,USP1-UAF1 inh
CCn1cc(C(=O)NCC(OC)OC)c(=O)c2cc(S(=O)(=O)N3CCOCC3)ccc21,8%,-11,1.8,13,-8%,0%,6%,-0.2,-13%
CCO[C@@H]1OC(C(=O)NCc2ccccc2)=C[C@H](C(C)(C)C)[C@H]1CCCO,-29%[57.1 µM],13,-1.1,-24,3%[57.1 µM],5%,0%,-0.4,-6%
COc1ccccc1[C@H]1C(c2ccccc2)=NN(c2ccccc2)[C@@H]1CO,76%[activator],.,.,.,211%[activator],-5%,7%,.,-13%
CCn1c(C)nnc1SCC(=O)Nc1cccc(C(F)(F)F)c1,17%,2,0.9,17,6%,8%,-1%,0.9,-15%
CCOc1cc(CNc2nn[nH]n2)ccc1OCC(=O)NC(C)(C)C,10%,3,0.1,12,4%,19%,-6%,-0.4,-20%
NS(=O)(=O)c1ccc(CCNC(=O)CNS(=O)(=O)c2cccc(Br)c2)cc1,17%[57.1 µM],-17,0.6,2,-5%,8%,-2%,-1.5,-19%
Cc1ccc(NC(=O)CC2OC(=O)c3ccccc32)cc1S(=O)(=O)N1CCCCCC1 (stereo not given),?,-2,0.2,-7,-1%,10%,110%[activator],0.7,-22%
O=C(OCc1ccccc1)N1CCC2CC1c1cc(-c3ccc(F)cc3)ccc12 (stereo not given),1%,.,.,.,-3%,-1%[38.3 µM],1%,.,-33%
CCc1ccccc1NC(=O)CN(C)C(=O)CSc1nnc(Nc2ccc(C)cc2)s1,-14%,-6,.,.,-16%,7%,1%,0.0,-17%
NCC(=O)Nc1ccc(Br)cc1,9%,2,0.8,-9,-4%,16%,2%,0.7,-20%
Cc1sc(NC(=O)c2ccccc2)c(C(=O)NCCN(C)C)c1C,17%,6,0.2,-12,-2%,-1%,2%,0.1,-1%
COc1ccccc1NC(=O)CSc1n[nH]c(-c2cccnc2)n1,10%,0,-0.2,-11,1%,9%,-3%,0.2,-3%
COC(=O)C1CCN(C(=O)COC(=O)c2oc3ccc(OC)cc3c2C)CC1,3%[57.1 µM],12,-0.3,15,80%,0%,3%,-2.0,-21%
Cc1cc(C)c2c(n1)sc1c(=O)n(-c3ccccc3C(F)(F)F)nnc12,3%,4,-1.1,.,-11%,-8%,-1%,-3.1,-6%
O=S(=O)(c1ccc2c(c1)CCCN2)N1CCCCC1,13%,3,-0.9,-10,-1%,-5%,-2%,0.2,-17%
O=C1CN(C(=O)COC(=O)[C@@H]2CCCN2S(=O)(=O)c2ccc(Cl)cc2)c2ccccc2N1,-1%,.,.,.,-2%,0%,-1%,.,-10%
Clc1cccc(-c2nn3c(-c4cccc(Cl)c4)nnc3s2)c1,.,-1,0.3,20,.,.,.,0.6,.
O=C(CNC(=O)N1CC(=O)Nc2ccccc21)NCCc1c[nH]c2ccccc12,3%,-6,-0.6,-12,1%,-12%,0%,-0.6,12%
O=C(Nc1ccc(Cl)cc1)c1ccco1,11%[57.1 µM],-3,-0.3,4,-4%[57.1 µM],-1%,-1%,-0.5,-16%
CNC(=O)/C(C#N)=C\c1ccc(CNS(=O)(=O)c2ccccc2)o1,-21%,-6,1.3,16,-20%,8%,1%,-0.8,-1%
O=C(NCC1CCCO1)c1cccnc1NCc1ccc(F)cc1 (stereo not given),-3%[57.1 µM],-2,.,.,22%[57.1 µM],0%,9%,-0.9,0%
CCOC(=O)CCCCC(=O)c1[nH]c(=O)[nH]c1Cn1cnc2ccccc21,6%,-2,0.3,22,7%,2%,0%,0.0,-3%
CCS(=O)(=O)C1=NN2C(=N)/C(=C\c3ccc(OCCOc4cccc(OC)c4)c(OC)c3)C(=O)N=C2S1,-24%,-3,-0.7,6,-8%,0%,?,0.2,-11%
Nc1nc2ccc(Oc3ccccc3)cc2s1,-25%,0,-0.5,-11,-12%,5%,-14%,-0.5,-9%
CC(=O)O[C@@H]1C[C@H]2C(C)(C)C(=O)C=C[C@]2(C)[C@H]2CC[C@@]3(C)[C@H](c4ccoc4)OC(=O)[C@H]4O[C@]43[C@@]21C,14%[57.1 µM],-5,0.1,4,7%[57.1 µM],-13%,-1%,0.3,-25%
CC(=O)N1CCN(S(=O)(=O)c2ccccc2)C1c1ccccc1 (stereo not given),11%,-3,0.6,2,-1%,-2%,-10%,-0.4,-2%
COc1ccc(CCNC(=O)CSc2nc3cc(Cl)ccc3o2)cc1OC,11%,-6,.,.,0%,2%,1%,-0.3,-19%
CCCCC1CCC(C(=O)N2CC(=O)Nc3ccc(F)cc3C2c2ccc(F)cc2)CC1 (stereo not given),31%,2,0.2,.,-2%,4%,14%,1.2,-14%
Cc1ccc(S(=O)(=O)N2CCOC2CNC(=O)C(=O)NCCc2ccccc2)cc1 (stereo not given),15%,-10,-1.0,-2,8%,5%,3%,-0.3,-7%
CC1CC(C)CN(C(=O)COC(=O)c2ccc3c(c2)C(=O)N(Cc2ccco2)C3=O)C1 (stereo not given),3%,-2,0.0,-12,2%,-7%,12%,-1.5,-24%
Nc1nc(SCC(=O)N2CCCc3ccccc32)[nH]c(=O)c1-c1ccccc1,19%,-3,0.7,-6,7%,-1%,3%,3.5,-2%
CCOC(=O)c1cc2c(=O)n3ccccc3nc2n(Cc2ccco2)c1=NC(=O)c1ccc(OCC)cc1,?,0,-0.6,.,49%[activator],0%,21%,1.0,-11%
CCOC(=O)c1c(C)nc2sc3c(c2c1-c1ccc(OC)cc1)NC(c1ccccc1)NC3=O (stereo not given),-7%,.,.,.,16%,-13%,4%,.,-21%
O=C1/C(=C/c2ccccn2)SC(=S)N1c1cccc(O)c1,10%,3,0.2,2,2%,-5%,-5%,0.3,-2%
CCCNC(=S)N(Cc1cc2cc(C)ccc2n2nnnc12)CC(C)(C)CN(C)C,14%[57.1 µM],2,-1.5,-2,8%[57.1 µM],7%,-7%,0.2,-15%
COC(=O)c1[nH]c2ccc(F)cc2c1NS(=O)(=O)c1ccc(OC)cc1OC,14%[57.1 µM],-1,.,.,-10%,2%,4%,1.0,-16%
COCCn1c(SC)nnc1-c1c[nH]c2ccccc12,27%[57.1 µM],-6,0.1,17,9%[57.1 µM],12%,-2%,0.0,-9%
Cc1nnc(SCC(=O)NC(C)(C)C)n1NCc1ccc(Cl)cc1,20%[57.1 µM],6,1.0,10,4%[57.1 µM],8%,-10%,-0.1,-15%

# This is a subset; rates above refer to the full screens.
